High-throughput results deposited in PubChem by several laboratories.
Platelet DG rel = platelet dense granule release activity; 300,000 compounds, 0.22% hits; human platelet-rich plasma, SFLLRN dense granule ATP release, luminescence; inhibition, %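 (compounds screened at 7.5 µM in platelet-rich plasma)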;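 active = mean replicate score, as percent of positive control, at or above 50; inconclusive = mean below 50 but at least one replicate at or above 50; inactive = mean and every replicate below 50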
HSF1 inhib = HSF1 inhibition. NIH3T3-HGL HSE-luciferase, MG132-induced, luminescence 8 h; active compounds read low. activity change, negative = inhibition, % at 7.5 µM (by protocol). 300,000 compounds, 0.77% hits. AID 2098;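 active = more than half of replicate wells show activity change below -50%, luminescence cut by over half; inconclusive = some wells, but at most half, below -50%; inactive = no replicate well below -50%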;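 note: luciferase reports HSF-1 transcriptional activity via heat shock element; 0% = median of DMSO wells and -100% = zero luminescence signal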
AI-2 QS mod = Vibrio harveyi AI-2 quorum sensing modulation | Vibrio harveyi JMH597 AI-2 luminescence/OD600 ratio, 9 h; active compounds read low; strain lacks LuxN and CqsS sensors; 0 = neutral-control median | activity change, % at 7.5 µM | 300,000 compounds, 0.4% hits; in the data active = activity change below about -75%, passing the limit was not always enough; inconclusive = no clear call, values can overlap the other calls;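 note: luminescence divided by OD600 gain over 9 h not by final OD600 alone; inactives centre near 13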
GSK3B inh = blocks human GSK3beta kinase activity | P49841 | GST-GSK3beta kinase, ADP-Glo luminescence, 60 min; active compounds read low | activity score (negative = inhibition), % at 10 µM | 300,000 compounds, 0.038% hits;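 active = more than half of replicate wells score below -50%, meaning over 50% inhibition versus plate controls; inconclusive = some replicates but at most half score below -50%; inactive = no replicate scores below -50%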;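 note: 0% = median DMSO wells and -100% = median GW8510 positive control wells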
Target sequence (P49841 whole entry, looked up): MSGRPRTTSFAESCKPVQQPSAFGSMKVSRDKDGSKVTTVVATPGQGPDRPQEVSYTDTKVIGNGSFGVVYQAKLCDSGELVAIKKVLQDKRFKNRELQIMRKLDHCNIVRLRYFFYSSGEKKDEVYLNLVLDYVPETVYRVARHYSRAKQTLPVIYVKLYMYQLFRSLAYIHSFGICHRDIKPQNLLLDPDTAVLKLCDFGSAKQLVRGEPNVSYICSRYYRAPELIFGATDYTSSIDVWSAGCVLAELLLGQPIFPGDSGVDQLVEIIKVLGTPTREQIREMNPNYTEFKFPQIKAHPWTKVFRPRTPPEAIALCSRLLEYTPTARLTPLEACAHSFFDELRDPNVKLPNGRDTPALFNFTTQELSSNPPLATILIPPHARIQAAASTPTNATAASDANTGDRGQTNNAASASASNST
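Assay system: GST-fused GSK3beta enzyme, cell-free / Medium: Tris pH 7.5 buffer with MgCl2, DTT, BSA, heparin / Also added: peptide substrate plus 25 µM ATP (final) / Compound: 10 µM single point / Timing: kinase reaction with compound 60 min at room temperature / Detection: ADP-Glo luminescence / Benchmarks: DMSO neutral wells and GW8510 at 20 µM as positive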
GSK3 alpha inh = blocks human GSK-3 alpha kinase; 320,000 compounds, 0.1% hits; inhibition, % at 10 µM; ADP-Glo luminescence, 60 min;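 in the data active = inhibition above about 50%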;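 note: GST-tagged GSK-3 alpha with peptide substrate and 25 µM ATP; 0% = DMSO neutral wells and 100% = GW8510 positive control wells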
HDAC3 inh = blocks human histone deacetylase 3 | O15379 | recombinant HDAC3, fluorogenic peptide/trypsin coupled, fluorescence | inhibition, % at 8.3 µM | 320,000 compounds, 0.15% hits; in the data active = inhibition above about 26%, passing the limit was not always enough; inconclusive = no clear call, values can overlap the other calls
Target sequence (O15379 whole entry, looked up): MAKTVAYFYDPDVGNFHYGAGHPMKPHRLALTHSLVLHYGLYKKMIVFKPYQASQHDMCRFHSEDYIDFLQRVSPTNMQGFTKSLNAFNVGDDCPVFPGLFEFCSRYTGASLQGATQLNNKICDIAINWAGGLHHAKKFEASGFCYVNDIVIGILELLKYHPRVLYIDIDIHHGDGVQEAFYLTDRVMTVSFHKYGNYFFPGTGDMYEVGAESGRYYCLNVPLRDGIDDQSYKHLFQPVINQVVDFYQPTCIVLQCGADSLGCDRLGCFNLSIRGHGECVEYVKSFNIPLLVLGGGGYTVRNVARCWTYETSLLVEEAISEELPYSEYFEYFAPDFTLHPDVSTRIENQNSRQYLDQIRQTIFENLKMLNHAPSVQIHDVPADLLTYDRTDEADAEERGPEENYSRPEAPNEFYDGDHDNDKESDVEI
HSF1 activator = increases HSF-1 driven luciferase reporter signal; NIH3T3-HGL HSF-1 luciferase reporter, MG132, 8 h; 100% = twice DMSO control signal; 300,000 compounds, 1.7% hits; activation, % at 9 µM;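 active = mean replicate activation of at least 50% with a set share of replicates each reaching 50%; inconclusive = only one of those two conditions met; inactive = mean below 50% and too few replicates reaching it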;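 note: 0% = median of the neutral control wells and 100% = twice that signal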
HSP90 inh = inhibitors of HSP90 luciferase refolding in rabbit reticulocyte lysate; luciferase refolding luminescence, 3 h; inhibition, % at 5.6 µM; 290,000 compounds, 0.91% hits;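 active = inhibition above the screen-wide mean plus 3 SD, computed separately per campaign, cut at about 16% in these data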;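 note: 0% = DMSO wells and 100% = 60 µM geldanamycin wells; inhibitors lower the luminescence because luciferase stays unfolded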
PolyA inh = yeast polyadenylation inhibition; AID 1875; calls only at 12 µM; S. cerevisiae SKY197-pL101 polyadenylation reporter, beta-gal luminescence; efflux-impaired pdr1/pdr3 knockout yeast; score 100 = 6 SD above DMSO; 300,000 compounds, 0.02% hits;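 active = lowest replicate activity score at least 50, where 100 means six control SD above control mean; inconclusive = lowest score under 50 but half or more replicates reach 50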;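 note: yeast exposed to compound for 9 h at 30 °C; higher score means more reporter readthrough which indicates perturbed polyadenylation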
DYRK1A inh = Dyrk1A (rat) kinase inhibition | Q63470 | ADP-Glo luminescence, NFATc1 peptide | inhibition, % at 12.5 µM | 310,000 compounds, 0.43% hits | AID 504441; in the data active = inhibition above about 50%;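 note: plate controls were vehicle with enzyme for no effect and no enzyme for full effect; many of its hits are not listed in these tables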
* marks the source's active call; other numbers are inactive results; i = inactive; ? = inconclusive; . = no result given. These rows are one share of the data; count on the stated rates, not on these rows.

SMILES	Platelet DG rel	HSF1 inhib	AI-2 QS mod	GSK3B inh	GSK3 alpha inh	HDAC3 inh	HSF1 activator	HSP90 inh	PolyA inh	DYRK1A inh
Cc1ccc(/C=C/C(=O)O)cc1S(=O)(=O)Nc1ccccc1C(=O)O	-1	-2	13	0	-2	-6	-5	-3	i	-1
O=C(Cc1ccccc1)N/N=C/c1cc(Br)cc(Cl)c1O	-3	5	-2	1	13	-4	-3	-1	i	-2
CCOC(=O)C(=NC(C)(C)C)NNc1cc(Cl)ccc1Cl	-3	-4	6	0	-1	-1	0	-2	i	-9
O=C(c1cnc(Cl)c(Cl)c1)N1CCN(S(=O)(=O)c2ccc(F)cc2)CC1	-3	-8	6	1	-1	-1	3	2	i	-2
O=C(O)c1[nH]c2ccccc2c1CC(=O)N1CCOCC1	-8	-3	14	2	-9	7	1	0	i	-3
COc1ccc(N)cc1-n1cnnn1	10	-3	12	2	2	1	-5	-3	i	-10
Cc1cc2cc(C)c3nnc(SCC(=O)NCc4ccco4)n3c2cc1C	-4	13	19	1	-2	-10	19	3	i	-4
COc1ccc2oc(C(=O)OCC(=O)N(Cc3ccccc3)C(C)C)c(C)c2c1	-4	-3	20	-2	0	-14	-21	.	i	19
O=C(NCC1CCCO1)c1nc2c(nnn2Cc2ccc(F)cc2)c(=O)[nH]1 (stereo not drawn)	1	0	37	5	.	-8	-5	0	i	-3
CCN1CCN(c2nc3c(C)cccn3c(=O)c2/C=C(\C#N)C(=O)NCCOC)CC1	-6	-8	30	-1	2	-177	-7	0	i	-2

9 entries from above, arranged by SMILES length, lowest first:
SMILES	Platelet DG rel	HSF1 inhib	AI-2 QS mod	GSK3B inh	GSK3 alpha inh	HDAC3 inh	HSF1 activator	HSP90 inh	PolyA inh	DYRK1A inh
COc1ccc(N)cc1-n1cnnn1	10	-3	12	2	2	1	-5	-3	i	-10
O=C(O)c1[nH]c2ccccc2c1CC(=O)N1CCOCC1	-8	-3	14	2	-9	7	1	0	i	-3
O=C(Cc1ccccc1)N/N=C/c1cc(Br)cc(Cl)c1O	-3	5	-2	1	13	-4	-3	-1	i	-2
Cc1cc2cc(C)c3nnc(SCC(=O)NCc4ccco4)n3c2cc1C	-4	13	19	1	-2	-10	19	3	i	-4
Cc1ccc(/C=C/C(=O)O)cc1S(=O)(=O)Nc1ccccc1C(=O)O	-1	-2	13	0	-2	-6	-5	-3	i	-1
O=C(NCC1CCCO1)c1nc2c(nnn2Cc2ccc(F)cc2)c(=O)[nH]1 (stereo not drawn)	1	0	37	5	.	-8	-5	0	i	-3
COc1ccc2oc(C(=O)OCC(=O)N(Cc3ccccc3)C(C)C)c(C)c2c1	-4	-3	20	-2	0	-14	-21	.	i	19
O=C(c1cnc(Cl)c(Cl)c1)N1CCN(S(=O)(=O)c2ccc(F)cc2)CC1	-3	-8	6	1	-1	-1	3	2	i	-2
CCN1CCN(c2nc3c(C)cccn3c(=O)c2/C=C(\C#N)C(=O)NCCOC)CC1	-6	-8	30	-1	2	-177	-7	0	i	-2

(cont.)
SMILES	Platelet DG rel	HSF1 inhib	AI-2 QS mod	GSK3B inh	GSK3 alpha inh	HDAC3 inh	HSF1 activator	HSP90 inh	PolyA inh	DYRK1A inh
CCN1CCN(CCNC(=O)c2cc(Cl)c(NC(=O)C3=C(C)OCCS3)cc2OC)CC1	1	-3	7	2	-1	5	-11	-6	i	-1
COc1c(C)cc(Br)cc1C(=O)NC(=S)Nc1ccc(Cl)c(C(=O)O)c1	-1	2	29	1	-1	-2	11	-2	i	-7
O=C(NC(c1ccccc1)C(Cl)Cl)c1ccccc1 (stereo not drawn)	5	-1	-1	3	0	-1	14	-1	i	-2
Cc1ccc(Cn2c(SCC(=O)NCC3CCCO3)nc3c(sc4ccccc43)c2=O)cc1 (stereo not drawn)	-3	8	10	3	1	7	13	0	i	-2
O=C(COc1ccc(Br)cc1)NCCN1CCCC1	-3	-1	2	2	-1	1	-5	-2	i	.
CC1CN(c2nnc(-c3ccccc3)c3ccccc23)CC(C)O1 (stereo not drawn)	0	-4	1	0	-1	-6	-17	-1	i	-9
CSc1nsc(SCC(=O)Nc2ccc(NC(C)=O)cc2)n1	4	10	41	3	0	4	15	-3	i	-5
Oc1ccccc1Nc1ccccn1	7	-6	12	1	-1	3	-22	-5	i	-1
O=C(Nc1ccc2c3c(cccc13)CC2)c1cccc([N+](=O)[O-])c1	19	-6	14	-3	0	5	6	4	i	-6
CC(OC(=O)COc1cccc2c1OC(C)(C)C2)C(=O)Nc1ccc(S(N)(=O)=O)cc1 (stereo not drawn)	3	-3	6	4	-3	?	2	.	i	.
COc1cccc(C(=O)Nn2cnnc2)c1	0	-4	13	3	-3	4	-5	-7	i	2
CCCn1c(SCC(=O)N2CCCC2)nc2c1c(=O)n(C)c(=O)n2C	14	-40	28	-1	0	-3	-53	-2	i	-10
CCC(Sc1nc2ccccc2[nH]1)C(=O)Nc1cc(C)on1 (stereo not drawn)	1	-2	7	2	-3	4	-7	6	i	-4
COc1ccc(NC(=O)c2cccc(S(=O)(=O)N3CCOCC3)c2)cc1	-1	-1	19	4	-7	3	4	1	i	-6
CCC(=O)N1CCN(CCN=CC2=C(O)CC(C)(C)CC2=O)CC1	7	4	25	-6	-1	0	-4	-2	i	-1
O=C(COC(=O)c1ccc(Br)o1)Nc1nc2ccccc2s1	0	-4	?	1	-3	-3	-11	2	i	14
Clc1cccc2sc(N3CCOCC3)nc12	2	13	-3	2	0	-5	33	-1	i	0
CCOc1ccc(N2CC(C(=O)N3CCN(c4ccccn4)CC3)CC2=O)cc1 (stereo not drawn)	0	1	8	-1	-2	-6	23	.	i	-1
Cn1c(=O)n(CCC(=O)O)c2ccccc21	-1	-6	21	1	1	-6	-6	-3	i	-14
CCc1cc(C(=O)OC)c(NC(=O)CC2SC(=NC)N(C)C2=O)s1 (stereo not drawn)	-1	7	-4	7	-3	3	9	3	i	-3

Look-ups from above:
`COc1cccc(C(=O)Nn2cnnc2)c1` in HDAC3 inh has 4
`CCCn1c(SCC(=O)N2CCCC2)nc2c1c(=O)n(C)c(=O)n2C` in HDAC3 inh has -3

(next part)
SMILES	Platelet DG rel	HSF1 inhib	AI-2 QS mod	GSK3B inh	GSK3 alpha inh	HDAC3 inh	HSF1 activator	HSP90 inh	PolyA inh	DYRK1A inh
C=C(C)/C=N/NC(=S)Nc1ccc(S(=O)(=O)N2CCOCC2)cc1	22	-2	16	-1	0	.	-4	7	i	-1
O=C(O)c1ccc(/C=C2\SC(=Nc3ccccc3)N(c3ccccc3)C2=O)cc1	-13	6	50	-2	1	-6	11	0	i	-1
Cn1cccc1/C=C1\SC(=S)N(NC(=O)c2ccc(F)cc2)C1=O	.	.	5	1	-1	9	.	1	i	-16
CN1CCN(C(=O)N2c3ccccc3C=Cc3ccccc32)CC1	1	-11	14	-2	7	1	3	-1	i	.
N#CCc1ccc(NC(=O)Nc2cccc(Cl)c2)cc1	-5	8	-67	0	.	5	25	-4	i	5
CCC(C)[C@H](NC(=O)C1(c2ccccc2)CCN(C(=O)OC(C)(C)C)CC1)C(=O)N[C@@H](C(=O)O)c1ccccc1 (stereo partly drawn)	0	-2	18	5	-4	4	-11	-5	i	-1
CCSc1nnc(NC(=O)Cc2ccccc2OC)s1	3	-2	5	-2	-1	-4	8	1	i	3
CN(CCC1CCOCC1)C(=O)CC1C(=O)NCCN1Cc1ccoc1 (stereo not drawn)	12	-4	9	-2	1	-9	0	-1	i	1
Cc1ccc(C2CC(c3cccs3)=NN2C(=O)CCl)cc1 (stereo not drawn)	0	8	15	-2	-2	4	11	3	i	2
CCCOC(=O)c1ccc(S(N)(=O)=O)o1	2	7	12	1	-2	0	5	-7	i	1
Oc1c(/C=C/C=C/C=Nc2ccccc2)sc(=S)n1Cc1ccccc1	7	6	7	3	0	-6	20	8	i	.
COc1ccc(CC(=O)Nc2ccc(-c3noc(-c4cc(OC)c(OC)c(OC)c4)n3)cc2)cc1	.	.	.	.	-1	-11	.	5	.	4
COc1ccc(OC)c(-c2cnc(OC(C)(C)C)nc2OC(C)(C)C)c1	16	-7	20	-1	.	-2	3	-1	i	7
COCCn1c(SCC(=O)N2CCc3ccccc3C2)nc2cc(Cl)ccc2c1=O	11	2	11	-1	-2	-1	0	0	i	18
O=C(CSc1nccn1-c1ncc(C(F)(F)F)cc1Cl)c1ccc(Br)cc1	1	-10	-22	-1	0	8	-17	0	i	-8
CCOC(=O)/C(O)=C(\C#N)c1nc2ccccc2[nH]1	-22	-15	21	-1	3	2	0	0	i	0
Cn1c(=O)n(C)c2cc(NC(=O)c3ccccc3[N+](=O)[O-])c(Br)cc21	2	-2	3	1	0	0	-8	5	i	4
S=C(Nc1ccc(Cl)c(Cl)c1)N1CCOCC1	-15	6	1	3	0	2	3	3	i	1
COc1ccc(CCNC(=O)Nc2cccc([N+](=O)[O-])c2)cc1	23	2	11	-1	0	0	-2	5	i	8
CCOC(=O)c1cnc2nc(N3CCOCC3)nn2c1N	3	-12	8	1	-2	2	-4	-1	i	1
CCN1CCN(C(=S)Nc2ccc(C(C)=O)cc2)CC1	7	2	14	1	-2	2	-9	1	i	-7
CCc1cc(=O)oc2c3c(cc(OCC(=O)NCc4cccnc4)c12)OC(C)(C)CC3	14	-3	20	3	-6	-94	8	0	i	30
O=C(Nc1ccc2nc(-c3ccccn3)[nH]c2c1)C1CCCCC1	-2	21	21	-3	-3	-6	23	-1	i	2
N#Cc1ncc(C(F)(F)F)cc1Sc1ccccc1N	1	-8	6	4	-4	12	0	3	i	-3
Cc1c(Br)ccc(NC(=O)COc2ccccc2C(N)=O)c1C	-29	5	-4	1	-2	11	-2	7	i	0
COc1ccc(CNC(=O)c2cc(-c3ccccc3O)n[nH]2)cc1	4	9	-58	2	-2	3	14	9	i	-3
COc1cccc(OCCCCN2CCCCC2)c1	0	1	25	-2	8	1	-6	-1	i	1
CCN1CCN(CCC(=O)Nc2ccccc2)CC1	-2	-3	14	2	-6	2	-3	-2	i	.
COc1ccc(NC(=O)c2ccco2)cc1NC(=O)c1cccc(F)c1	10	4	19	3	.	.	38	-2	i	-4
COC(=O)C1=C(C)n2cnnc2NC1c1ccc(Cl)cc1 (stereo not drawn)	2	3	18	2	.	5	33	-3	i	7
